POLI inh = qHTS for Inhibitors of Polymerase Iota; DNA polymerase iota (Homo sapiens), Q9UNA4; Pol iota fluorescent replication assay, 10 min; Potency, µM (highest dose often 115 µM), inactives show top-dose activity, negative = inhibition, usual class: inhibitors; actives 1% (n = 390,000); AID 588590, 2011; further: potency means the concentration at half of the fitted maximal effect
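Fluorescent replication assay read twice, at 0 min and 10 min after adding 50 nM (final) substrate. Enzyme (10 nM) and compounds were first incubated 15 min at room temperature; enzyme-free buffer wells were negative controls.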
POLB inh = qHTS Assay for Inhibitors of DNA Polymerase Beta | Potency, µM (highest dose often 114 µM), for inactives: at the highest dose activity change, negative = inhibition, usual class: inhibitors | P06746 | Pol beta primer extension/strand displacement, fluorescence kinetic | AID 485314, 2010 | actives 1.3% (n = 340,000); further: potency means the concentration at half of the fitted maximal effect; on the % scale 0 is the no-effect control and ±100 the full control effect
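Values derive from four-parameter Hill fits of normalized kinetic data: reads at 0 and 10 min following addition of 50 nM substrate to 10 nM Pol beta preincubated 15 min with compound.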
Pol kappa inh = qHTS for Inhibitors of Polymerase Kappa; DNA polymerase kappa (Homo sapiens), Q9UBT6; purified Pol kappa, fluorescent DNA synthesis assay, 10 min; Potency, µM (top dose mostly 107 µM), inactives show at the top dose activity, negative = inhibition, most hits filed as inhibitors; actives 0.53% (n = 400,000); AID 588579, 2011; further: potency means the concentration at half of the fitted maximal effect; on the % scale 0 is the no-effect control and ±100 the full control effect
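Pol kappa 10 nM + cpd, 15 min RT; start w/ substrate 50 nM final; fluorescence kinetic read, 0 and 10 min. Neg ctrl: buffer, no enzyme.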
APE1 inh = qHTS Assay for Inhibitors of the Human Apurinic/apyrimidinic Endonuclease 1 (APE1). DNA repair nuclease/redox regulator APEX1 (Homo sapiens), P27695. recombinant APE1, TAMRA/BHQ-2 abasic DNA cleavage fluorescence. Potency, µM (titrated, usually from 65.8 µM), for the others: top-dose activity change, negative = inhibition, hits mostly inhibitors. actives 0.35% (n = 350,000). AID 2517, 2012;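 further: potency means the concentration at half of the fitted maximal effect; plate controls were vehicle for no effect and reference inhibitor for full effect; nearly all actives have a fitted effect of over 55% in size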
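APE1 at 0.75 nM preincubated 15 min at room temperature with compound. Reaction then started with 50 nM double-stranded THF-abasic substrate labelled with TAMRA/BHQ-2, and 525/598 nm fluorescence read kinetically. Activity taken as third-minus-first read difference, normalized to DMSO and NSC13755 controls.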
Apoferritin bind = qHTS Assay for Identification of Novel General Anesthetics; actives 0.074% (n = 350,000); apoferritin/1-aminoanthracene competitive binding, fluorescence; Potency, µM (highest dose often 77.5 µM), for inactives: at the top dose activity change, negative = displacement, actives largely listed as inhibitors; Ferritin light chain (Equus caballus), P02791; further: potency means the concentration at half of the fitted maximal effect; on the % scale 0 is the no-effect control and ±100 the full control effect; nearly all actives have a fitted effect of over 20% in size
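Steps: apoferritin (10 uM) was premixed with half-saturated 1-AMA in PBS, compounds were pin-transferred, plates stood 10 min at room temperature, fluorescence was read at 380/535 nm, and curves were fitted with a Hill equation.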
LDHA block = qHTS assay for inhibitors of human lactate dehydrogenase; purified LDHA, NADH/diaphorase-resazurin fluorescence; active compounds read low; L-lactate dehydrogenase A chain (Homo sapiens), P00338; actives 0.15% (n = 480,000); activity change, % (values are at about 110 or 230 µM); in the data active means activity change below about -30%; inconclusive means mostly about -25% to -30%;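 further: plate controls were DMSO wells for no effect and wells without enzyme for full effect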
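LDH5 2 nM; NADH 0.06 mM, pyruvate 0.2 mM; 200 mM Tris pH 7.4, EDTA, Tween-20; 5 min RT. Detection: diaphorase 0.133 mg/mL + resazurin 37 µM, fluorescence ex540/em590 at 0 and 20 min; normalized to enzyme-free and DMSO wells.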
POLH inh = qHTS for Inhibitors of Polymerase Eta; DNA polymerase eta (Homo sapiens), Q9Y253; recombinant Pol eta, fluorescent DNA replication assay; Potency, µM (series often up to 114 µM), inactives show at the highest dose activity change, negative = inhibition, actives largely listed as inhibitors; actives 1.2% (n = 390,000); AID 588591, 2011; further: potency means the concentration at half of the fitted maximal effect; on the % scale 0 is the no-effect control and ±100 the full control effect
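Pol eta at 10 nM preincubated with compounds 15 min at room temperature; reaction started with fluorescent substrate (50 nM final) and read kinetically at 0 and 10 min.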
Glioma ERSR ind = qHTS for Inducers of the Endoplasmic Reticulum Stress Response (ERSR) in Human Glioma: qHTS; U87-MG GRP78 promoter luciferase reporter, 16 h; AID 602332, 2012; Potency, µM, inactives show at the top dose activation, usual class: activators; actives 0.02% (n = 420,000); further: potency means the concentration at half of the fitted maximal effect; series mostly up to about 76 µM; % of control where 0% means no effect; nearly all actives have a fitted effect of over 35% in size
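Stably transfected U87-MG human glioma cells carrying a GRP78-based luminescent sensor were seeded at 1000 cells/well, pin-dosed with compounds and incubated 16 h. Luciferase reagent was then added, and end-point luminescence was read after 10 min at room temperature.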
BLM helicase inh = qHTS Assay for Inhibitors of Bloom's syndrome helicase (BLM). recombinant BLM DNA unwinding, fluorescence dequenching. Potency, µM (top dose mostly 56.1 µM), without a hit: top-dose activity change, negative = inhibition, usual class: inhibitors. actives 0.2% (n = 350,000);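 further: potency means the concentration at half of the fitted maximal effect; plate controls were vehicle for no effect and no enzyme for full effect; nearly all actives have a fitted effect of over 35% in size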
Target sequence (P54132 whole entry, looked up): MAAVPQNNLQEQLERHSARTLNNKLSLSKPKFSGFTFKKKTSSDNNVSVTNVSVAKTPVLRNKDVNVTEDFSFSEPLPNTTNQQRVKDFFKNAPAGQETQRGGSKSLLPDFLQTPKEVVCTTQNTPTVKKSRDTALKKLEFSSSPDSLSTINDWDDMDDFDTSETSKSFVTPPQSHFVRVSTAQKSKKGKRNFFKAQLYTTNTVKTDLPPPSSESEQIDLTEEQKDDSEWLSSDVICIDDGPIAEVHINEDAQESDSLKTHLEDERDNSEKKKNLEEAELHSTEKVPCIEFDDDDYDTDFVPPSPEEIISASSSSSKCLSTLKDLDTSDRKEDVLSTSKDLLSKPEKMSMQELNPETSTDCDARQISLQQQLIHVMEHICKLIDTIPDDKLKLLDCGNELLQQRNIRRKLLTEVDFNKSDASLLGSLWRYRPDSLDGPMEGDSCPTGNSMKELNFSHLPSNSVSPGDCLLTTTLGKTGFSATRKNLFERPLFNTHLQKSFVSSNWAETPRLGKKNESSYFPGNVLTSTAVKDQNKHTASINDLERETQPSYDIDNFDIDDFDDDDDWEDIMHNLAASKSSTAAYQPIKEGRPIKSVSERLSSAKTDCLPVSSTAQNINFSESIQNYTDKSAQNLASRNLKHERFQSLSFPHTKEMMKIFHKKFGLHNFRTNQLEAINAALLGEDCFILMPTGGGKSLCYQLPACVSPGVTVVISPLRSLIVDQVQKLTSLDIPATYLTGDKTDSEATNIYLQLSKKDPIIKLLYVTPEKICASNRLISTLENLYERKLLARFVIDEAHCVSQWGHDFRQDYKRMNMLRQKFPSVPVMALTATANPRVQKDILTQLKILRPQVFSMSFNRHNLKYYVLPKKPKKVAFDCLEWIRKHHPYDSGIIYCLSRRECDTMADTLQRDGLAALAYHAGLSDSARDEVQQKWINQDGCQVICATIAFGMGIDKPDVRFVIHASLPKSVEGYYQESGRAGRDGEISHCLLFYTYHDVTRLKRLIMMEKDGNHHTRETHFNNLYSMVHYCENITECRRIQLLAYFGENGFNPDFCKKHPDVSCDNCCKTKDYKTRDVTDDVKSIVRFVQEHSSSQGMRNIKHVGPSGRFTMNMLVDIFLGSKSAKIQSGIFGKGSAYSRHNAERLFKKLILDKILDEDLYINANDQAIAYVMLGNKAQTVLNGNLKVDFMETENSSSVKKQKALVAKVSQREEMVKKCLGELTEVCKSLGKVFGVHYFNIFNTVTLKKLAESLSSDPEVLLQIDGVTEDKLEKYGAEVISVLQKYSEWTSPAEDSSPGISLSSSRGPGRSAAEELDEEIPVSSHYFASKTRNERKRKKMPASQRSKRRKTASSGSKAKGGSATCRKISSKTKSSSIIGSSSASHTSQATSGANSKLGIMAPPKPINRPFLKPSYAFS
Active calls of the source: *; ? = inconclusive; · = no result given; & = joins results of further samples; [ ] = another dose, or the depositor's remark. Unless noted, the call rests on the fitted dose curve; in most records, active means well fitted curve in the direction sought with a large enough effect; inconclusive means small, poorly fitted or top-dose-only effect, or another doubt; inactive means no such curve, though single readings can be large; an effect the other way counts as inactive or inconclusive.

SMILES | POLI inh | POLB inh | Pol kappa inh | APE1 inh | Apoferritin bind | LDHA block | POLH inh | Glioma ERSR ind | BLM helicase inh
O=C(c1cc(-c2ccccc2Cl)nc2ccccc12)N1CCN(c2ccccc2O)CC1 | 15% | · | -7% | 7% | · | -3 | -22% | -5% | ·
O=c1cc(O)c2sc3nc(-c4ccccc4)cc(C(F)(F)F)c3c2[nH]1 | 14% | 1% | -11% | -1% | 47%[activator] | -4 | ? | -3% | -13%
Cc1ccc(S(=O)(=O)c2nnn3c2nc(N2CCOCC2)c2ccccc23)cc1 | -19% | -22% | -1% | -5% | -6% | -1 | -2% | -5% | -1%
CC1CCN(c2ccc3nnc(CCC(=O)NCc4ccco4)n3n2)CC1 | 22% | 4% | -2% | 47%[activator] | -11% | -5 | -18% | -3% | 1%
CCc1nnc(NC(=O)Nc2ccc(Cl)cc2)s1 | -1% | ? | -18% | 14% | -4% | -3&-5 | 7% | 4% | -5%
Cc1oc(-c2nc3ccccc3n2C)cc1C(=O)c1ccccc1 | ? | 2% | 4% | 10% | 8% | 11 | -16% | -17% | 1%
COc1ccc(N2CCN(C(=O)c3ccc(CS(=O)(=O)c4ccccc4C)o3)CC2)cc1 | 13% | 2% | -4% | -2% | ? | -3 | ? | -4% | -1%
CCCc1cc(Nc2ccccc2OCC)n2ncnc2n1 | 10% | -10% | -7% | -5% | -11% | -3 | 9% | -5% | 0%
COc1ccc(C(=O)Nc2ccccc2C(=O)NCc2cccnc2)cc1OC | 30% | ? | -18% | 27% | -2% | 2 | -16% | -5% | 0%
Cc1n[nH]c(C)c1S(=O)(=O)N1CCc2ccccc21 | 13% | 27% | -6% | -1% | -22% | -2 | 6% | -2% | -7%
COc1cc(NC(=O)c2ccc(OC)c([N+](=O)[O-])c2)ccc1NC(=O)c1cccs1 | 12% | -1% | 5% | 1% | 15% | -4 | -7% | -4% | -4%
Cn1cnnc1Sc1nc2c(c(=O)n(C)c(=O)n2C)n1C | 18% | · | 8% | · | · | -5 | -13% | 0% | ·
Cc1ccc(OCc2nc3ccccc3n2CC(C)C)cc1 | 3% | -11% | 5% | · | -13% | -1 | · | · | -4%
Cc1ccc([N+](=O)[O-])cc1NC(=O)c1cccnc1 | 67%[activator] | 29% | -3% | -2% | -1% | -8 | -6% | -4% | -4%
CCc1cc(C(=O)c2ccc(OC)cc2)c(NC(=O)COCC(=O)O)s1 | 11% | 18% | 9% | 1% | -2% | 0 | -9% | -4% | -4%
O=C(CN1C(=O)CSc2ncccc21)NCCN1CCOCC1 | 9% | 31% | -15% | 7% | 4% | -1 | -1% | -3% | 1%
Cc1ccc2sc(NC(=O)CN3C(=O)CCC3=O)nc2c1C | 8% | 0% | -5% | 10% | 1% | -2 | -4% | -2% | 1%
Cc1ccccc1NC(=O)c1ccccc1NC(=O)c1ccccc1F | 14%&49% | -10%&-6% | 3%&10% | 6% | -12%&-18% | -3&2 | -20%&-18% | -3%&-1% | -3%&-1%
COC(=O)c1cc(Cl)c(NC(=O)c2ccc(F)cc2)cc1OC | 5% | -3% | -3% | 3% | 1% | -5 | -8% | -2% | 0%
COc1ccc(S(=O)(=O)N(C)C[C@H]2Oc3c(NC(=O)C4CCCCC4)cccc3C(=O)N([C@H](C)CO)C[C@@H]2C)cc1 | -7% | · | -1% | 5% | · | -1 | -10% | -3% | ·
CC1CCCC(C)N1C(=O)CN1CCN(c2nc(-c3ccc(F)cc3)cs2)CC1 (centres undefined) | ? | -5% | 21% | 9% | -8% | -1 | -8% | -4% | -7%
Cc1cccc(NC(=O)c2sc3nc(N4CCOCC4)c4c(c3c2N)CC(C)(C)OC4)c1 | 17% | -2% | -23% | · | 4% | 5 | -1% | -3% | -1%
O=C(C(=O)N1CCOCC1)c1c[nH]c2ccccc12 | 9% | -28% | -2% | 14% | -4% | -1 | -10% | -5% | 2%
Cc1nc2cc(C(F)(F)F)ccc2n1C1CCN(CC(=O)NC(C)(C)C)CC1 | 3% | 13% | -6% | 4% | -22% | -3 | -13% | -2% | -1%
Cc1ccc(C)c2[nH]c(=O)c(C(c3nnnn3Cc3ccccc3)N3CCc4ccccc4C3)cc12 (centres undefined) | 4% | 14% | -15% | -10% | -20% | -2 | 1% | 0% | -8%

Among those listed so far, these have a CF3 group.
SMILES | POLI inh | POLB inh | Pol kappa inh | APE1 inh | Apoferritin bind | LDHA block | POLH inh | Glioma ERSR ind | BLM helicase inh
O=c1cc(O)c2sc3nc(-c4ccccc4)cc(C(F)(F)F)c3c2[nH]1 | 14% | 1% | -11% | -1% | 47%[activator] | -4 | ? | -3% | -13%
Cc1nc2cc(C(F)(F)F)ccc2n1C1CCN(CC(=O)NC(C)(C)C)CC1 | 3% | 13% | -6% | 4% | -22% | -3 | -13% | -2% | -1%

Retrieved by structure from above (5):
SMILES | POLI inh | POLB inh | Pol kappa inh | APE1 inh | Apoferritin bind | LDHA block | POLH inh | Glioma ERSR ind | BLM helicase inh
COc1ccc(N2CCN(C(=O)c3ccc(CS(=O)(=O)c4ccccc4C)o3)CC2)cc1 | 13% | 2% | -4% | -2% | ? | -3 | ? | -4% | -1%
O=C(CN1C(=O)CSc2ncccc21)NCCN1CCOCC1 | 9% | 31% | -15% | 7% | 4% | -1 | -1% | -3% | 1%
O=c1cc(O)c2sc3nc(-c4ccccc4)cc(C(F)(F)F)c3c2[nH]1 | 14% | 1% | -11% | -1% | 47%[activator] | -4 | ? | -3% | -13%
Cc1ccc(OCc2nc3ccccc3n2CC(C)C)cc1 | 3% | -11% | 5% | · | -13% | -1 | · | · | -4%
O=C(c1cc(-c2ccccc2Cl)nc2ccccc12)N1CCN(c2ccccc2O)CC1 | 15% | · | -7% | 7% | · | -3 | -22% | -5% | ·

Other records.
SMILES | POLI inh | POLB inh | Pol kappa inh | APE1 inh | Apoferritin bind | LDHA block | POLH inh | Glioma ERSR ind | BLM helicase inh
COc1cccc(C(=O)N2CCOCC2)c1 | 57%[activator] | -2% | 1% | -1% | -6% | -2 | -14% | -1% | -6%
Cc1cccc(C(=O)NC(=S)NNC(=O)c2cccs2)c1 | 0% | 28% | -14% | 8% | -8% | 3 | -12% | 14% | 2%
CCOc1ccc(-n2c(=O)c3c(C)c(C)sc3n(CC(=O)NCc3ccco3)c2=O)cc1 | 1%[58.9 µM] | 0% | 1% | -2% | -2% | -4 | -11% | -4% | -1%
CC(C)CC(=O)Nc1ccc2nn(-c3ccccc3)nc2c1 | 25% | -13% | -10% | -2% | 0% | 5 | -6% | 3% | -22%
Cn1cnnc1SCC(=O)Nc1ccc(OCc2ccccc2)cc1 | 91%[activator] | ? | 4% | -1% | ? | -8 | -17% | -1% | 1%
O=S(=O)(c1cccc(C(F)(F)F)c1)N1CCC(Oc2ccc(-n3cnnn3)cc2)CC1 | 9% | -1% | -12% | · | -19% | 1 | -16% | -3% | -6%
COc1ccc(C2C(C(=O)Nc3cc(OC)c(OC)c(OC)c3)c3ccccc3C(=O)N2C)cc1OC (centres undefined) | 27% | -14% | -5% | -6% | -9% | -4 | -6% | -3% | -6%
O=C(CC(Sc1ccc(Br)cc1)C(=O)O)c1ccc(F)cc1 (centres undefined) | ? | 0% | -17% | 4% | 5% | -5 | 5% | -7% | -4%
COc1ccc(Cl)cc1C(=O)Nc1cccc(-c2ccc3nncn3n2)c1 | ? | ? | -34% | ? | -6% | -5 | -27% | -1% | -12%
Cc1ccc(-c2nnc(SCC(=O)Nc3ccccc3N3CCOCC3)o2)cc1 | 16% | 3% | -17% | 5% | -16% | -8 | 1% | 3% | -2%
O=C(O)c1ccc(/C=N/n2cc(-c3ccccc3)[nH]c2=S)cc1 | 27% | 2% | 4% | 17% | 1% | -2 | -18% | 4% | -12%
CCSc1ncc(Cl)c(C(=O)Nc2ccc(S(=O)(=O)Nc3nccc(C)n3)cc2)n1 | -26% | 21% | 0% | · | -19% | 1 | 1% | -1% | -1%
CSc1nnc(-c2ccncc2)n1CCCN1CCCC1=O | 4%[58.9 µM] | 27% | -4% | -1% | -7% | -11 | -6% | -6% | -3%
Cc1ccc(CN2CCN(Cc3cnn(-c4ccc(Cl)cc4)c3)CC2CCO)o1 (centres undefined) | 7% | 2% | -4% | -1% | -7% | -4 | -21% | -1% | -5%
O=C(NCc1n[nH]c(=S)n1-c1ccc(Br)cc1)c1ccc(S(=O)(=O)N2CCCC2)cc1 | 16% | 0% | -1% | 4% | -12% | -2 | -21% | -3% | -1%
Cc1nn(C)c(Cl)c1NC(=O)OCc1ccccc1 | 30% | 0% | -17% | ? | 1% | 0 | -13% | -3% | -4%
CC1=C(C(=O)Nc2ccccc2Cl)C(c2ccc(N(C)C)cc2)NC(=O)N1 (centres undefined) | 3% | 0% | -7% | -4% | -9% | 0 | -3% | 1% | -6%

3 compounds from above, ordered by the value under Apoferritin bind, high to low:
SMILES,Apoferritin bind
Cc1ccc([N+](=O)[O-])cc1NC(=O)c1cccnc1,-1%
CCc1nnc(NC(=O)Nc2ccc(Cl)cc2)s1,-4%
COc1ccc(Cl)cc1C(=O)Nc1cccc(-c2ccc3nncn3n2)c1,-6%

Some of the compounds tested. The share of hits here may be higher or lower than overall.
